INS promoter inh: TRM-6 insulin promoter activity inhibition; TRM-6 cells (human fetal islet line), insulin promoter-eGFP reporter, imaging; reporter expression induced with tamoxifen; inhibition, % at 2 µM; 130,000 tested, 0.9% active; AID 1273;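 active = inhibition above the mean plus 3 SD, with well images judged a real hit on visual review, cut at about 60% in these data, passing the limit was not always enough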
SDO1 yeast rescue: compounds rescuing growth of sdo1-depleted yeast, bone marrow failure model; S. cerevisiae sdo1-depleted JHY4D growth rescue, OD600 30 h; stronger effect = higher value; pdr5 snq2 efflux-pump mutant strain; z-score at 10 µM; 140,000 tested, 0.21% active;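 active = z-score above 3 at both the 24 hr and the 30 hr optical density reads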;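 also: z-score against mean and SD of all compound wells on the same plate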
SDO1 yeast rescue Rescue 24 h: recorded beside SDO1 yeast rescue, whose call it bears; z-score; S. cerevisiae sdo1-depleted JHY4D growth rescue, OD600; measured here: growth rescue at 24 h;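 0 is the plate mean of compound wells and units are plate SD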
Starred values were filed as active, the others as inactive; . = no result given; [ ] = remark or other dose. An excerpt. The share of hits here may be higher or lower than overall.

SMILES	INS promoter inh	SDO1 yeast rescue	SDO1 yeast rescue Rescue 24 h
COc1cccc(C2(c3cccc(OC)c3)CC2C(=O)Nc2cccc3ccccc23)c1 (stereo not given)	.	-0.33	0.33
COCC(C)NC(C(=O)Nc1ccc(Cl)c([N+](=O)[O-])c1)c1ccccc1 (stereo not given)	-84	1.1	0.79
O=C(CCCCCNC(=O)c1ccccc1)N/N=C/c1ccccc1	-7	1.1	-0.36
Cc1ccc(-n2ncc3c(SCC(=O)Nc4cc(C)on4)ncnc32)c(C)c1	22	.	.
CN1C(=O)C(O)(CC(=O)c2ccncc2)c2ccccc21 (stereo not given)	4	0.66	0.03
COc1ccc(-c2nc(CN3CCC(C(=O)N4CCc5ccccc54)CC3)c(C)o2)cc1OC	.	-0.35	-0.44
COc1cc(/C=C/C(=O)OCC(=O)NC(=O)NC(C)C)cc(OC)c1OC	-11	.	.
CCn1c(SCC(=O)Nc2nc(C)cs2)nnc1-c1ccoc1C	-1	-0.03	0.38
NC(=O)C1CCN(C(=O)OCc2ccccc2)CC1	10	0.53	-0.29
CCOC(=O)c1c(C)[nH]c(C(=O)CSc2nnnn2-c2ccccc2)c1C	-39	-0.08	2.4
CCN(CC)c1ccc2c(O)cc(=O)oc2c1	0	.	.
O=C(CCS(=O)(=O)c1ccc(Br)cc1)Nc1ccc(Br)cc1F	-40	0.95	1.7
O=C(Nc1ccccc1)c1ccn[nH]1	-37	0.07	-0.51
Cc1c(C(=O)c2ccc([N+](=O)[O-])cc2)c(=O)n(C)c(=O)n1C	0	.	.
C/C(=N\NS(=O)(=O)c1ccc(C)cc1)c1ccc(C)s1	-35	-1.3	-1.4
CCOC(=O)C1CCCN(C(=O)c2cn(CC)c3ccc(S(=O)(=O)N(C)C)cc3c2=O)C1 (stereo not given)	.	0.53	-0.31
CCn1cc(C(=O)NCc2ccccc2)c(=O)c2cc(F)c(N3CCN(C(=O)c4ccco4)CC3)cc21	-38	0.06	0.35
N#Cc1cc2c(nc1SCc1cccnc1)CCC2	.	-2.5	-2.1
C/C(=N\NC(=O)c1ccc(CSc2nncn2C)cc1)c1ccc2ccccc2c1	-27	0.02	1.9
COCCNC(=O)c1ccccc1NS(=O)(=O)c1ccc(C)c([N+](=O)[O-])c1	11	1.9	3.2
CC(=O)NCCSCCNC(C)=O	-35	0.13	-1.1
NC(=O)C1CC=CCC1C(=O)OCC(Cl)=C(Cl)Cl (stereo not given)	.	0.49	-0.07
Cc1cnc(NC(=O)CSc2nnc(-c3ccc(Cl)cc3Cl)n2N)s1	64	1	1
O=C(NC1CCCCC1)C(c1cccs1)N(C(=O)c1ccccn1)c1ccccc1 (stereo not given)	-179	-0.76	-0.48
CC1CCN(C(=O)CCc2ccc(Oc3cc([N+](=O)[O-])cc([N+](=O)[O-])c3)cc2)CC1	-57	-0.76	-0.77

(list continues)
SMILES	INS promoter inh	SDO1 yeast rescue	SDO1 yeast rescue Rescue 24 h
COc1ccccc1OCc1nc2ccccc2s1	-2	-0.8	-1.2
NC(=O)c1cnn(Cc2ccc(Cl)cc2)c1N	.	0.72	-0.14
Cc1cc(N2CCCC2)nc2ccc(NC(=S)NCCCN3CCC(C)CC3)cc12	18	.	.
COc1cccc(-c2n[nH]c3c2CCC3)c1	33	.	.
Cc1cc(C)nc(NC(=NCCc2c[nH]c3ccccc23)NC(=O)Nc2ccc(Cl)cc2)n1	25	-0.27	-0.43
CC(=O)Nc1ccc(SCC(=O)c2cc(C)n(-c3ccccc3F)c2C)cc1	27	-1.3	-1.1
Oc1ccc(Cl)cc1CNCC1CCCO1 (stereo not given)	0	0.52	0.39
Cc1ccc(-n2c(CNc3ccc(F)cc3)nnc2SCC(=O)N2CCCC2)cc1	-162	0.48	0.17
CCOC(=O)C1=C(C)N(c2nonc2NC(C)=O)C(N)=C(C#N)C1c1ccccc1F (stereo not given)	43	1.4	1.4
N#C/C(=C\Nc1ccc2cn[nH]c2c1)c1nc(-c2ccccc2)cs1	27	.	.
COC(=O)COc1ccc(=O)n(-c2ccccc2)n1	10	0.32	-0.12
COc1ccc(C(=O)CCN2CCN(c3ccccc3F)CC2)cc1	-26	.	.
COc1cc(S(=O)(=O)Nc2ccc(C)cc2)ccc1NC(=O)c1ccncc1	-23	0.19	0.3
CCCOc1ccc(N2CC(C(=O)Nc3ccccn3)CC2=O)cc1 (stereo not given)	0	0.3	-0.31
CCOC(=O)C1CN(S(=O)(=O)c2ccc(C)cc2)CCN1S(=O)(=O)c1ccc(C)cc1 (stereo not given)	-387	0.38	0.62
Nc1ccnn1Cc1ccc(Br)s1	.	0.53	0.05
CCN(CC(=O)NCc1cccs1)C(=O)c1cc(S(=O)(=O)N2CCOCC2)ccc1C	-67	-0.07	-0.87
CCOc1ccc(NC(=S)N(CCN2CCOCC2)Cc2ccc3c(c2)CCCN3CC)cc1	-20	.	.
C=CCNC(=S)NNC(=O)c1ccc(Br)o1	-114	0.57	-0.12
Cn1c(=O)cc(SCC(=O)NCCC2=CCCCC2)c2ccc(Cl)cc21	45	-1.1	-0.65
Cc1ccccc1Cn1cnc2c([N+](=O)[O-])c(C)c(C)cc21	.	-1.2	-0.6
O=C(Nc1ccc(F)cc1)c1cccnc1N1CCCCC1	29	-0.76	-1.2
Cc1ccc(-c2n[nH]c(=S)n2/N=C/c2cccs2)cc1	4	-1.4	-0.89
O=C(NC(=S)N1CCN(c2ccc(F)cc2)CC1)C12CC3CC(CC(C3)C1)C2	-34	-0.28	0.79
O=C(COc1ccc([N+](=O)[O-])cc1)NCc1ccccc1	-24	0.48	-0.67

Next section.
SMILES	INS promoter inh	SDO1 yeast rescue	SDO1 yeast rescue Rescue 24 h
Cn1nc(C(F)(F)F)cc1Oc1ncc(C(F)(F)F)cc1Cl	-14	.	.
CCOC(=O)c1c(Cl)c(C)nn1-c1nc(OC)cc(OC)n1	.	0.1	0.46
O=C(NCCC1=CCCCC1)c1cc2c(s1)CS(=O)(=O)C2	26	0.07	-0.49
CC(NC(=O)COc1ccc([N+](=O)[O-])cc1)c1ccccc1 (stereo not given)	-24	.	.
c1ccc(OCc2nn3c(-c4ccco4)nnc3s2)cc1	18	0.02	0.07
CC(=O)c1ccc(C(=O)N2CCc3c([nH]c4ccccc34)C2c2ccccn2)s1 (stereo not given)	-11	.	.
CCCCNCCOCCSc1ccc(Cl)cc1	-17	-0.52	-0.01
Cc1ccc2c(c1)N(CC(=O)NCc1cccnc1)C(=O)CO2	-19	-0.77	-0.81
CC(C)c1nnc(NC(=O)CCC(=O)NC2CCCc3ccccc32)s1 (stereo not given)	.	0.25	0.17
O=C1C2ON(c3ccccc3)C(c3ccccn3)C2C(=O)N1c1ccc(Br)cc1 (stereo not given)	.	-0.38	-0.25
CCC(=O)N(Cc1cccs1)C1CCOC(C)(C)C1 (stereo not given)	.	0.94	0.89
Cn1c(SCC(=O)c2ccccc2)nc2cccnc21	10	0.65	0.11
CNC(=O)c1cc2ccccc2o1	-13	1.6	1.1
COC(=O)c1ccc(CN2C(=O)NC3(CCCCC3C)C2=O)o1 (stereo not given)	-7	0.73	0.15
Nc1ncnc2c1ncn2Cc1ccccc1	0	.	.
S=C(Nc1cccc(Br)c1)c1ccccc1	42	-0.75	0.89
COc1ccc(OCCC(=O)OCC(=O)Nc2cccc(Br)c2)cc1	-35	0.93	0.66
Cc1c(C=O)c2ccccc2n1CC(=O)O	-25	.	.
COc1ccc(-n2c(SCC(=O)Nc3ccc4c(c3)OCO4)nnc2C(C)N2CCCCC2)cc1 (stereo not given)	.	-1	0.83
COCCOC(=O)c1c(C)oc2ccc(NS(=O)(=O)c3cccs3)cc12	4	.	.
O=C(/C=C/c1cc2c(cc1Br)OCO2)NCc1ccc(F)cc1	23	-1.2	-0.29
CSc1oc(-c2ccc(F)cc2)nc1S(=O)(=O)c1ccc(F)cc1	.	-0.72	0.44
COc1ccc(CCNC(=O)COC(=O)c2ccc(N3CCCC3=O)cc2)cc1	-29	.	.
CN(C)/C=N/S(=O)(=O)c1cccn1-c1ncc(C(F)(F)F)cc1Cl	-18	.	.
CS(=O)(=O)N1CCN(c2ccc([N+](=O)[O-])cc2F)CC1	33	.	.

Entries of single compounds from above. Order of screens: INS promoter inh, SDO1 yeast rescue, SDO1 yeast rescue Rescue 24 h
c1ccc(OCc2nn3c(-c4ccco4)nnc3s2)cc1 is listed as 18, 0.02, 0.07
CSc1oc(-c2ccc(F)cc2)nc1S(=O)(=O)c1ccc(F)cc1 is listed as ., -0.72, 0.44
COCCOC(=O)c1c(C)oc2ccc(NS(=O)(=O)c3cccs3)cc12 is listed as 4, ., .
Cc1ccc2c(c1)N(CC(=O)NCc1cccnc1)C(=O)CO2 is listed as -19, -0.77, -0.81
Nc1ncnc2c1ncn2Cc1ccccc1 is listed as 0, ., .

The list goes on.
SMILES	INS promoter inh	SDO1 yeast rescue	SDO1 yeast rescue Rescue 24 h
CCOC(=O)c1cc(-c2ccc(N)cc2)sc1N	5	0.43	-0.05
Cc1ccc(S(=O)(=O)N(Cc2ccc(Cl)cc2)c2ccccc2C(=O)NCc2ccco2)cc1	.	-0.83	-1
CC1=NCCN1S(=O)(=O)c1ccc(Br)c(C)c1	-43	0.21	-0.46
CCC(=O)Nc1nc2c(OC)ccc(OC)c2s1	.	-0.09	-0.42
CC(NS(C)(=O)=O)C(c1cccs1)N1CCN(c2ccccc2)CC1 (stereo not given)	-333	0.33	0.95
Cc1ccc(NC(=O)CSc2ncccc2C(=O)Oc2cccc([N+](=O)[O-])c2)cc1Cl	15	2.6	3.1
Cc1ccc2nc(/C(C#N)=C/c3cn[nH]c3-c3ccc(F)cc3)[nH]c2c1	-3	-0.56	0.23
FC(F)(F)c1nnc2ccc(NCc3ccccc3)nn12	-67	.	.
CCOc1ccccc1C1C(C(N)=O)=C(C)Nc2nc(-c3cccc(C)c3)nn21 (stereo not given)	.	0.78[11.9 µM]	0.68
O=C(Nc1ncccc1Cl)C(Sc1ccccc1)c1ccccc1 (stereo not given)	.	-0.62	-0.47
C/C(=N/OCO/N=C(\C)c1ccccc1F)c1ccccc1F	18	-0.62	-0.61
O=S(=O)(c1ccc2c(c1)OCCCO2)N1CCNCC1	.	0.42	0.04
O=C1NC(c2ccccc2Cl)Nc2ccccc21 (stereo not given)	24	-0.25	-0.88
COC(=O)Cc1c(C)c2c(OCc3nn[nH]n3)cc(C)cc2oc1=O	.	1.6	1.6
Cc1cc(-c2nnc(SCC(=O)c3ccc(Cl)cc3)o2)no1	14	-0.23	-0.43
O=C(NC1CCCCC1)C(c1ccc(F)cc1)N(Cc1cccs1)C(=O)CN1C(=O)c2ccccc2S1(=O)=O (stereo not given)	-17	-1.1	-0.72
N#CC(c1nc2ccccc2nc1N1CCCC1)S(=O)(=O)c1cccs1 (stereo not given)	-6	-1.2	-1.4
O=C1CSC(c2ccc([N+](=O)[O-])cc2)N1C1CCCCC1 (stereo not given)	12	.	.
O=C(COC(=O)c1ccccc1NC(=O)c1ccco1)Nc1ccc2c(c1)OC(F)(F)O2	24	-0.71	-0.29
Cc1cc(C)nc(Sc2c(F)c(F)c(C(F)(F)F)c(F)c2F)n1	.	0.95	0.97
C=C(C)Cn1c(N2CCC(Cc3ccccc3)CC2)nc2c1c(=O)[nH]c(=O)n2C	7	-1	-0.3
COC(=O)c1ccccc1OCCCCN1CC(C)OC(C)C1 (stereo not given)	-6	-0.85	-0.47
COc1cc(-c2cc(-c3ccccc3)nc(SCC(=O)Nc3nccs3)c2C#N)cc(OC)c1OC	.	-0.54	0.17
COc1cccc(N2CCN(CC(=O)c3c(C)[nH]c4ccccc34)CC2)c1	-17	-0.46	0.06
COc1ccc(-c2cc(C(F)(F)F)nc(SCC(=O)NCc3cnn(C)c3C)n2)cc1OC	-47	0.17	0

Reformatted: 2 of the compounds above.
Molecule: COc1cc(-c2cc(-c3ccccc3)nc(SCC(=O)Nc3nccs3)c2C#N)cc(OC)c1OC
  INS promoter inh: .	SDO1 yeast rescue: -0.54	SDO1 yeast rescue Rescue 24 h: 0.17
Molecule: COc1cccc(N2CCN(CC(=O)c3c(C)[nH]c4ccccc34)CC2)c1
  INS promoter inh: -17	SDO1 yeast rescue: -0.46	SDO1 yeast rescue Rescue 24 h: 0.06

Continued:
SMILES	INS promoter inh	SDO1 yeast rescue	SDO1 yeast rescue Rescue 24 h
COC(=O)c1c(NC(=O)C2C3CCC(C3)C2C(=O)O)sc2c1CCCCC2 (stereo not given)	33	.	.
CCCOP(=O)(OCCC)C1(Nc2ccc(C)cc2)CCCCC1	36	0.68	0.86
Cc1ccc(CN2CCSc3ccc(C(=O)NC4CCN(Cc5ccccc5)CC4)cc32)cc1	-93	.	.
COc1ccc(N2CC(C(=O)Nc3ccc4c(c3)OCO4)CC2=O)cc1 (stereo not given)	.	0.72	1.1
Cc1ccsc1/C=N/Nc1nc2ccccc2s1	25	-1.4	-0.31
COc1ccc(-c2nc(CN3CCN(c4ncnc5ccccc45)CC3)c(C)o2)c(OC)c1	22	.	.
C=CCN=C1SCC(=O)N1S(=O)(=O)c1ccccc1	-38	0.8	0.96
C/C(=C\C(=O)C(F)(F)F)Nc1cc(C)cc(C)c1	3	-0.04	-0.64
O=C(O)CCn1c2c(c3ccccc31)CCCC2	28	0.16	-0.61
CC(C)[C@H](NC(=O)c1ccc(F)cc1)C(=O)NC1=NCCS1	-15	.	.
COc1ccccc1NC(=O)NCCN1CCN(C(=O)Nc2ccccc2OC)CC1	-21	.	.
CC1(C)CC(=O)C(C=NCCN2CCN(C(=O)c3ccc(Br)cc3)CC2)=C(O)C1	25	0.43	0.02

Molecules above with a COOH group (3):
SMILES	INS promoter inh	SDO1 yeast rescue	SDO1 yeast rescue Rescue 24 h
Cc1c(C=O)c2ccccc2n1CC(=O)O	-25	.	.
COC(=O)c1c(NC(=O)C2C3CCC(C3)C2C(=O)O)sc2c1CCCCC2 (stereo not given)	33	.	.
O=C(O)CCn1c2c(c3ccccc31)CCCC2	28	0.16	-0.61

High-throughput results deposited in PubChem BioAssay by several laboratories.
